Compound activity from PubChem.
Hep lipid drop: modulators of hepatic lipid droplet formation; AML12 mouse hepatocytes, oleate lipid droplets, BODIPY imaging; inhibition, % at 6.5 µM; 0.4% of 240,000 active;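 active means lipid droplet intensity inhibited by at least 50%, with more than 500 cells counted; inconclusive means wells with under 300 cells, treated as cytotoxic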
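Assay system: AML12 hepatocytes (mouse); Probe or stimulus: oleic acid at 100 µM to induce lipid droplet formation; Dosing: compound at 6.5 µM only; Schedule: compound with oleate, overnight; Detection: fluorescence imaging, 20x objective, two fields per well; Measure: % inhibition of lipid droplet signal.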
T cell HTS: T cell immune modulators affecting CD8 T cell-vesicle binding; calls only at 7 µM; AID 2052; 0.068% of 330,000 active; 2C CD8+ T cell-vesicle binding, flow cytometry; active compounds read low;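 active means response, share of CD8 T cells binding vesicles, and their 90th percentile fluorescence all below set limits, cut at about 80% in these data, passing the limit was not always enough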
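System: murine 2C transgenic CD8+ T lymphocytes; also added: QL9-loaded Drosophila micro-vesicles; times: binding 1.5 h at 37 °C; measured by: flow cytometry, PE anti-B7-1 (FL2) versus Alexa647 anti-CD8 (FL8), PFA-fixed; control set: Peptide-free naked vesicles (low) and QL9 vesicles with 0.7% DMSO vehicle (high)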
Myeloid diff MLP: myeloid differentiation induction | 1% of 360,000 active | ER-HoxA9 myeloid progenitors, lysozyme-GFP differentiation, flow cytometry | calls only at 10 µM;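 active means normalized GFP-positive differentiation at or above the plate's own cutoff, the solvent-only control mean plus 3 SD; inconclusive means no clear call, values can overlap the other calls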;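 further: cells exposed to compound for four days before flow analysis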
Hep lipid drop cells 6.5 µM: recorded beside Hep lipid drop, whose call it bears; cell count; measured here: cell count, cytotoxicity flag;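 cells counted across two imaged fields per well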
T cell HTS vesicle-bound %: recorded beside T cell HTS, whose call it bears; double positive events, %; measured here: CD8+ vesicle-bound cell fraction;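 binding gate set so that unloaded-vesicle control wells show 10% double positive cells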
Myeloid diff MLP GFP+ MAC1+ %: further read-out of Myeloid diff MLP, marked with its call; GFP+ MAC1+ double positive, %; measured here: differentiation confirmed by MAC1 staining
* = called active by the depositor; i = inactive; ? = inconclusive; nt = not tested or not shown.

SMILES	Hep lipid drop	Hep lipid drop cells 6.5 µM	T cell HTS	T cell HTS vesicle-bound %	Myeloid diff MLP	Myeloid diff MLP GFP+ MAC1+ %
Cc1ccc2nc3c(cc(C(=O)NCCc4ccccc4)c(=N)n3CC3CCCO3)c(=O)n2c1 (centres undefined)	-34	801	i	41	i	0.6
O=C(O)c1ccc(-c2ccc(-c3ccccc3)cc2)s1	-2	856	i	23	i	0.5
COc1ccccc1N1CCN(C(=O)c2cc3c(=O)n4cccc(C)c4nc3s2)CC1	5	751	i	18	i	2.1
Cc1nc(NC2CCCCC2)c2nnn(Cc3ccccc3Cl)c2n1	-21	796	i	56	i	0.4
COc1ccccc1C(=O)Nc1ccncc1	-2	780	i	54	i	0.5
Cc1ccc(C23CC4CC(CC(C(=O)NC(C(=O)O)C(C)C)(C4)C2)C3)cc1 (centres undefined)	-13	821	i	59	i	0.5
COc1ccc(CNc2cccc3[nH]c(C(F)(F)F)nc23)cc1	-43	837	i	16	i	0.7
CSc1ccccc1NC(=O)c1cc2c(=O)n3ccccc3nc2s1	7	836	i	8	i	0.6
CC(C)Nc1nc(-c2cccnc2)nc(-c2ccc(Cl)cc2)c1C#N	-8	391	i	7	i	0.4
O=C(NCCC(=O)N1CCC2(CC1)NCCc1[nH]cnc12)c1ccc(Br)cc1	1	665	i	16	i	3.6
Cc1cccc(OCC(=O)NCc2ccccc2)c1	4	845	i	26	i	0.4
CC(=O)c1cccc(NC(=O)CCc2nnc3ccc(NCc4ccco4)nn23)c1	-2	724	i	15	?	nt
CC(C)N1C(=O)N(c2ccc(Cl)cc2)C(C)(O)CC1(C)C (centres undefined)	-7	863	i	46	i	1.1
C=CCn1c(N)cc(=O)nc1SCC(=O)Nc1ccc(C(=O)OCC)cc1	13	826	i	17	i	1.5
COc1ccc(CN(C)C(=O)c2cc(-c3ccccc3)nc3ccc(C)cc23)c(OC)c1OC	-6	762	i	30	i	0.9
Cc1cc(C)cc(C(=O)N2CCC3(CC2)NCCc2[nH]cnc23)c1	1	719	i	29	i	0.6
C=CCN(C(=O)CCc1ccccc1OC)c1nc(-c2ccc(S(C)(=O)=O)cc2)cs1	-71	792	i	22	i	1.9
O=C(CSc1nc(O)c(C2CCCCC2)c(=O)[nH]1)Nc1ccccc1Cl	4	758	i	39	i	0.5
CCOc1ccc(NC(=S)Nc2cccc3ccccc23)cc1	0	862	i	62	i	5.2
COc1ccc(OC)c(C(=O)NC2CC(C)(C)Cc3c2cnn3-c2ccccc2)c1 (centres undefined)	3	758	i	2	?	nt
COc1ccc(C(=O)c2c(N)sc3c2CCN(C)C3)cc1	2	675	i	49	i	0.5
O=C(Nc1cccc(C(F)(F)F)c1)c1sc(Cl)nc1C(F)(F)F	-20	694	i	60	?	nt
C=CCN(CC=C)C(=O)c1cccc(OC2CCN(CC(C)(C)C)CC2)c1	-4	815	i	53	i	0.7
Cc1ccn2c(CNCC3COCCO3)c(C(=O)N3CCCCCC3)nc2c1 (centres undefined)	3	818	i	4	i	1.5
CC(=O)N/N=C(/C)c1ccc(NC(=O)c2csc(C)c2C)cc1	5	658	i	18	i	0.0
Cc1nn(C)c2ncc(C(=O)c3ccccc3O)cc12	-2	809	i	50	i	0.4
Oc1ccc(-c2sc(Nc3ccccc3)n[n+]2-c2ccc(F)cc2)cc1	3	803	i	23	i	1.3
O=C(COc1cc2oc(=O)c3c(c2cc1Cl)CCC3)Nc1ccc(CN2CCOCC2)cc1	-21	700	i	13	i	6.4
Cc1ccc(CC(=O)Nc2ccc(S(=O)(=O)N3CCOCC3)cc2)cc1	18	821	i	25	i	1.0
CCOC(=O)CC(NC(=O)c1cccs1)c1ccc(C)cc1 (centres undefined)	-17	812	i	5	i	0.9
COc1ccc(N2CCN(C(=O)Cc3ccc(OC)c(OC)c3)CC2)cc1	-3	852	i	31	i	0.1
CC(=O)Nc1ccc(S(=O)(=O)NCCS(=O)(=O)N2CCN(c3ccccc3)CC2)cc1	2	729	i	8	i	2.8
O=C(NCCN1CCCCC1)Nc1cccc(C(F)(F)F)c1	-10	860	i	62	i	0.4
O=C(NNC(=O)c1cc2ccccc2cc1O)NC1CCCCC1	1	738	i	53	i	0.6
Cc1ccc(CNc2nc3ccccc3n2C)o1	-9	760	i	64	i	0.0
CC(=O)c1ccc(S(=O)(=O)Oc2ccc(-c3ccc(C(=O)O)cc3)cc2)cc1	1	835	i	17	i	0.2
Cc1ccc(N(CC(=O)NCc2ccccn2)S(=O)(=O)c2ccccc2)cc1C	9	799	i	43	i	0.4
COc1ccc(C(=O)Nc2nnc(CC(=O)N/N=C/c3ccc(O)cc3O)s2)cc1	-16	816	i	21	i	0.5
O=C(c1ccc(C(F)(F)F)cc1)C1CCCN(C(=O)CCc2ccncc2)C1 (centres undefined)	-62	704	i	9	i	1.6
O=C(CC1CCCCC1)N=C1SC2CS(=O)(=O)CC2N1c1ccccc1 (centres undefined)	14	689	i	6	i	2.1
CCOC(=O)c1ccc(CN2C(=O)c3ccccc3S2(=O)=O)cc1	-5	822	i	17	i	0.5
COc1ccc(OC)c(C2=NOC(C(=O)Nc3ccc4c(c3)OCCO4)C2)c1 (centres undefined)	6	783	i	55	i	1.4
O=C(NC1CCCC1)C(c1ccco1)N(C(=O)c1ccco1)c1ccccc1 (centres undefined)	-8	794	i	17	i	4.2
CCc1cccc(NC(=O)CCCN2C(=O)C(c3ccccc3)Oc3cccnc32)c1 (centres undefined)	-3	663	i	16	i	1.4
CCC1CN(C(=O)N2CCC(C(=O)Nc3ccccc3F)CC2)c2ccccc2O1 (centres undefined)	-1	707	i	10	i	0.0

Five entries from above, with two lines to a compound:
Below each SMILES – Hep lipid drop, Hep lipid drop cells 6.5 µM, T cell HTS, T cell HTS vesicle-bound %, Myeloid diff MLP, Myeloid diff MLP GFP+ MAC1+ %
CC(=O)Nc1ccc(S(=O)(=O)NCCS(=O)(=O)N2CCN(c3ccccc3)CC2)cc1
→ 2, 729, i, 8, i, 2.8
O=C(NCCN1CCCCC1)Nc1cccc(C(F)(F)F)c1
→ -10, 860, i, 62, i, 0.4
O=C(NNC(=O)c1cc2ccccc2cc1O)NC1CCCCC1
→ 1, 738, i, 53, i, 0.6
Cc1ccc(CNc2nc3ccccc3n2C)o1
→ -9, 760, i, 64, i, 0.0
CC(=O)c1ccc(S(=O)(=O)Oc2ccc(-c3ccc(C(=O)O)cc3)cc2)cc1
→ 1, 835, i, 17, i, 0.2

Further results.
SMILES	Hep lipid drop	Hep lipid drop cells 6.5 µM	T cell HTS	T cell HTS vesicle-bound %	Myeloid diff MLP	Myeloid diff MLP GFP+ MAC1+ %
CC[C@@]12C(=O)N(c3ccc(C)cc3)C(=O)N1[C@H](c1ccc(OC)cc1)[C@@H]1C(=O)N(C(C)(C)C)C(=O)[C@@H]12	-14	809	i	62	i	0.8
COc1cc(-c2cc(C(=O)NCc3ccco3)c3ccccc3n2)cc(OC)c1OC	-1	755	i	24	i	0.9
CCN1CCN(C/C(C)=C/c2ccccc2)CC1	6	765	i	54	i	0.2
O=C(NCc1nnc(SCC(=O)N2CCCCC2)o1)c1c(F)cccc1Cl	-3	687	i	29	i	0.4
COc1ccc(C(=O)Nc2ccccc2C(=O)N2CCOCC2)cc1OC	-11	801	i	42	i	0.2
COc1cc(OC)cc(N2C(=O)CC(N3CCC(C(=O)N4CCCCC4)CC3)C2=O)c1 (centres undefined)	-14	725	i	41	i	0.5
Cc1ccccc1OCCn1cc(C=O)c2ccccc21	3	802	i	18	i	0.6
CCN(CC)CCNC(=O)C1(O)c2cc(Br)ccc2NC(=O)N1c1ccccc1 (centres undefined)	3	410	i	26	i	0.2
CN(C)CCCNc1ncnc2oc(-c3ccccc3)c(-c3ccccc3)c12	-35	800	i	46	i	1.3
COc1ccc(CCC(=O)N2CCCC(Nc3ccc(OC)cc3)C2)cc1 (centres undefined)	3	716	i	29	i	1.4
COC(=O)C1CCCCN1C(=O)c1cc(COc2cccc3cccnc23)on1 (centres undefined)	-6	807	i	68	i	0.4
CCCCNC(=O)C1CCC(CNS(=O)(=O)c2cccc3nsnc23)CC1 (centres undefined)	-3	774	i	11	i	2.7
CCOC(=O)c1cccc(NC(=O)c2cc3ccccc3o2)c1	11	819	i	36	i	0.2
CCCCn1c(N)c(N(Cc2ccccc2OC)C(=O)C(C)Oc2ccc(Cl)cc2)c(=O)[nH]c1=O (centres undefined)	0	795	i	9	i	0.9
CN(C)CCNC(=O)C(=O)Nc1cc2c3c(c1)CCN3C(=O)CC2	16	801	i	16	i	0.0
Cc1ccc2c(c1)cc1c(=O)n(CC(=O)NCc3ccccn3)nc(C)n12	2	681	i	25	i	0.9
CCN1CCN(C(=O)c2cc3ccc(OC)cc3[nH]2)CC1	-1	842	i	26	i	1.3
O=C(COc1ccccc1)NC1C(=O)N2C(C(=O)O)=C(Cl)CSC12 (centres undefined)	1	883	i	58	i	1.1
O=C(COc1cccc([N+](=O)[O-])c1)NN1C(=O)c2ccccc2C1=O	0	829	i	57	i	0.7
COc1ccc(CNC(=O)C(C)n2ccc3cc(S(=O)(=O)N4CCCCCC4)ccc32)cc1 (centres undefined)	2	776	i	10	?	nt
Cc1cccc(N2CCN(C(=O)Cn3nc(C)n4cccc4c3=O)CC2C)c1 (centres undefined)	-22	770	i	30	i	1.9
CCOc1ccc(NC(=O)NN2C(C)CCCC2C)cc1 (centres undefined)	-14	793	i	24	i	1.4
CNC(=O)c1cc(S(=O)(=O)Nc2ccc(C)cc2C)ccc1C	1	705	i	17	i	3.7
CCc1ccc(C(=O)NN=C2CCCCCC2)s1	-12	854	i	1	i	1.3
O=C(/C=C/c1c(Cl)cccc1Cl)N1CCOCC1	2	795	i	24	i	0.7
COc1ccc(OC)c(NC(=O)CSc2ccc3nnc(-c4ccccn4)n3n2)c1	-10	869	i	72	i	0.5
C=CCN(c1ccccc1)S(=O)(=O)c1cc2c(cc1C)N(C)CCO2	-36	717	i	13	i	2.3
COC(=O)c1ccc(N)c(CS(=O)(=O)c2ccc(Cl)cc2)c1	-5	826	i	64	i	1.0
COc1ccc(CCNC(=O)C2CC(=O)N(c3ccc(C)cc3)C2)cc1OC (centres undefined)	-8	777	i	39	i	4.2
Cc1ccc(CNC(=O)Nc2ccc(Cl)cc2)cc1	-12	717	i	69	i	0.6
CCN(CC)S(=O)(=O)c1ccc(C)c(NC(=S)N2CCN(c3ccccn3)CC2)c1	-15	822	i	28	i	0.6
CCn1cc(C(=O)N(C)c2ccc(OC)cc2)c2cc(OC)c(OC)cc2c1=O	68*	829*	i	14	i	1.1
O=C(NCC(=O)N1CCc2ccccc2C1)c1ccc(Cl)cc1Cl	-25	849	i	11	i	1.0
COc1ccc(/C=C2/SC(=S)N(Cc3ccccc3)C2=O)cc1O	-1	833	i	8	i	0.9
COc1ccc(N2CCN(C(=O)c3ccc4c(c3)CCN4S(=O)(=O)c3ccccc3)CC2)cc1	15	750	i	25	i	7.4
CC(=O)OCCC(NS(=O)(=O)OCC(Cl)(Cl)Cl)c1ccccc1 (centres undefined)	3	793	i	11	i	2.2
O=C(Nc1ccc(NC(=O)C2CC2)nc1)c1ccccc1F	-6	719	i	28	i	0.2
CC(=O)c1cccc(N(C(=O)c2ccccn2)C(C(=O)NC2CCCCC2)c2ccccc2)c1 (centres undefined)	-22	792	i	21	i	0.9
Cc1cc(C)cc(N(CC(=O)N2CCCC2)S(C)(=O)=O)c1	14	855	i	59	i	0.6
COc1ccc(CCN(C)CC(O)COc2ccc(C(C)=O)cc2OC)cc1OC (centres undefined)	5	813	i	22	i	0.5
CC(Oc1ccc2cc(-c3ccccc3)c(=O)oc2c1)C(=O)NCC1CCC(C(=O)O)CC1 (centres undefined)	-1	815	i	34	i	2.3
COc1ccc(CCN2C(=O)N[C@@H](C(C)C)C2=O)cc1	9	867	i	5	i	0.5

Three compounds out of the list, ordered by molecular weight, ascending:
SMILES	Hep lipid drop	Hep lipid drop cells 6.5 µM	T cell HTS	T cell HTS vesicle-bound %	Myeloid diff MLP	Myeloid diff MLP GFP+ MAC1+ %
Cc1ccc(C23CC4CC(CC(C(=O)NC(C(=O)O)C(C)C)(C4)C2)C3)cc1 (centres undefined)	-13	821	i	59	i	0.5
O=C(Nc1cccc(C(F)(F)F)c1)c1sc(Cl)nc1C(F)(F)F	-20	694	i	60	?	nt
CCc1cccc(NC(=O)CCCN2C(=O)C(c3ccccc3)Oc3cccnc32)c1 (centres undefined)	-3	663	i	16	i	1.4

Some of the compounds tested (hit frequency here may not be typical).
